Screens deposited in PubChem BioAssay by Broad Institute.
C2C12 statin: suppression of simvastatin myotoxicity; C2C12 myotubes + simvastatin, ATP luminescence, 48 h; scaled: DMSO 0, geranylgeraniol control 100; rescue of ATP level, % at 7.49 µM; 330,000 tested, 0.78% active; AID 602340;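 active = mean ATP rescue above about 67%, or every replicate alone reaching that limit, limit read from the data, passing the limit was not always enough; inconclusive = no clear call, values can overlap the other calls; inactive = mean under the limit and some replicate under it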;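 also: myotubes were challenged with 10 µM simvastatin during compound exposure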
Cneo AK release: Cryptococcus neoformans lysis via adenylate kinase release; AID 651654; 360,000 tested, 0.2% active; C. neoformans lysis, adenylate kinase release luminescence, 4 h; normalised: neutral wells 0, clomiphene wells 100; lysis activity, % at 15 µM;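 active = mean lysis activity across replicates of at least 80%, whatever share of replicates individually reach that level; inactive = mean lysis activity below 80%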
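Material – Cryptococcus neoformans yeast cells · Quantity – 5 × 10^6 yeast cells/mL · Buffer or medium – YPD medium · Compound – single dose · Timing – 4 h static compound exposure, 37 °C, read 1 h post-reagent · Signal – adenylate kinase release luminescence · Read-out basis – lysis from increased AK signal · Benchmarks – Clomiphene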
ARNT-TACC3 inh: ARNT/TACC3 interaction disruption. AlphaScreen His-ARNT PAS-B/GST-TACC3 binding, luminescence; TACC3 fragment carries E629A point mutation. inhibition, % at 9.99 µM. 390,000 tested, 0.66% active. AID 623870;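 active = mean inhibition of replicates at least 50% and at least half of replicates each reaching 50%; inconclusive = half or more replicates reach 50% but mean below 50%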;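 also: 0% = complete ARNT plus TACC3 wells and 100% = ARNT alone without TACC3; many hits fall short of the cut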
LGR2 inh: Drosophila LGR2 receptor signaling inhibition. 380,000 tested, 0.35% active. HEK293 LGR2, CRE-luciferase, bursicon-stimulated, 4 h. AID 720647. inhibition, % at 9.99 µM;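 active = drop in luminescence signal, shown as inhibition above about 50% in the replicate tests, limit read from the data, passing the limit was not always enough; inconclusive = probably only some replicates passing the limit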;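 also: agonist challenge used bursicon conditioned medium at about half maximal strength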
GSIS activator: primary screen for activators of insulin secretion dependent on glucose, INS-1E cells, GLuc reporter luminescence | INS-1E GLuc reporter insulin secretion, 2-3 h | activation, % at 16.6 µM | 370,000 tested, 0.61% active | AID 743287;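 active = lowest replicate activation of at least 40%, so every replicate reaches that level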;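 also: 0% = median of neutral control wells and 100% = median of IBMX positive control wells; some compounds called inactive have numbers as strong as hits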
PGC1a acetyl inh: modulators of PGC1a acetylation; U2OS PGC1a acetylation, AlphaScreen anti-acetyl-lysine; with virally co-expressed GCN5 acetyltransferase; inhibition, % at 15.6 µM; 350,000 tested, 0.17% active; AID 651687;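 active = every replicate shows inhibition of at least 40%; inconclusive = mean inhibition at least 40% but some replicate below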;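 also: 0% = neutral control wells and 100% = positive control wells; some results beyond the cut were filed as inactive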
PAX8 reporter: PAX8 transcriptional activity inhibition; 360,000 tested, 1.2% active; AID 652154; RMG-I TPO-luciferase reporter, SteadyGlo, 24 h; inhibition, % at 12.6 µM;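 active = mean replicate inhibition at least 60% with every replicate also reaching 60%; inconclusive = only one of the two criteria is met; inactive = mean below 60% and not all replicates reaching 60%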;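 also: luciferase light reporting Pax8 driven TPO promoter activity; plate controls were median of neutral control wells for no effect and mitoxantrone controls for full effect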
PglD inh: inhibitors of Campylobacter jejuni PglD acetyltransferase; purified PglD enzyme, DTNB colorimetric CoA detection; inhibition, % at 12.5 µM; 360,000 tested, 0.098% active; in the data active = inhibition above about 16%, passing the limit was not always enough; inconclusive = no clear call, values can overlap the other calls; also: strong numbers were not always called active
Numbers without * were called inactive; ? = inconclusive; · = not tested or not shown.

SMILES	C2C12 statin	Cneo AK release	ARNT-TACC3 inh	LGR2 inh	GSIS activator	PGC1a acetyl inh	PAX8 reporter	PglD inh
CCOc1ccc(S(=O)(=O)N(CC(=O)NCC2CCCO2)c2ccc(F)cc2)cc1 (stereo not given)	8	0	-2	4	-21	2	2	-6
COCC(=O)Nc1ccc2c(c1)OC[C@@H](C)N(C)C[C@H](C)[C@@H](OC)CN(C)C2=O	-6	6	2	4	13	4	·	6
CCOC(=O)CCC(=O)Nc1ccc(S(=O)(=O)N2CCCC2)cc1	0	0	10	5	8	11	·	-7
COCC(=O)Nc1ccc2c(c1)[C@@H]1C[C@@H](CC(=O)NCc3ccc(Cl)cc3)O[C@H](CO)[C@@H]1O2	0	-5	-8	-1	2	1	0	8
CN(C)C1=NC[C@H](Cc2ccccc2)N1CCCC1CCCCC1	-110	-1	18	15	-15	·	27	3
CN1C(=O)c2cc(NC(=O)c3cccc(F)c3)ccc2OC[C@H]2O[C@H](CC(=O)NCc3ccccc3)CC[C@@H]21	11	-6	2	14	-2	-11	7	5
Nc1ccc(C(O)(C(F)(F)F)C(F)(F)F)cc1	-10	0	-1	·	·	2	20	-5
CCOC(=O)N1CCN(S(=O)(=O)c2ccc3c(c2)OCC(=O)N3)CC1	?	-3	5	·	·	-27	·	2
CCOc1ccc(S(=O)(=O)NCc2cccnc2)cc1C(C)C	-3	1	0	29	-1	-4	3	2
O=C(C(=O)N1CCCc2ccccc21)c1cn(CC(=O)N2CCOCC2)c2ccccc12	24	2	-2	-9	-5	8	14	5
O=S1(=O)NC(C2CC2c2ccccc2)CCO1 (stereo not given)	4	-2	-1	-21	-2	-14	-21	-2
Cc1cccc(NC(=O)Cn2c(=O)n(Cc3ccccc3)c(=O)c3c(C)c(C)sc32)c1	·	·	-2	8	-37	·	10	·
Cc1oc(C)c2c(=O)ccc3c(c12)OC(N)=C(C#N)C3c1ccccc1Cl (stereo not given)	·	·	7	-20	-6	12	·	·
Cc1ccc(S(=O)(=O)N(C)C[C@H]2Oc3c(NS(C)(=O)=O)cccc3C(=O)N([C@@H](C)CO)C[C@@H]2C)cc1	-18	1	-4	15	1	4	-12	0
O=C(COc1ccc(S(=O)(=O)NC2CCCC2)cc1)NCC1CCCO1 (stereo not given)	·	·	3	-4	20	4	7	·
Cc1ccccc1-n1nnnc1SC(C)C(=O)Nc1ccc(N2CCN(C)CC2)cc1 (stereo not given)	-55	-1	-3	7	·	-16	-13	-6
COC(=O)c1ccc(CN2CC(=O)N3[C@H](CO)[C@@H](c4ccc(Br)cc4)[C@H]3C2)cc1	·	·	·	17	18	8	-9	·
Cc1ccc(C(=O)Nc2ccccc2Cl)cc1	1	-2	4	-44	-14	-6	-117	5
Cc1c(C(=O)O)cnc2c([N+](=O)[O-])cnn12	2	1	-1	32	-2	-3	13	-7
C[C@@H]1CN([C@H](C)CO)C(=O)c2cccc(NC(=O)Nc3ccc(F)cc3)c2O[C@H]1CN(C)Cc1ccc(Oc2ccccc2)cc1	32	-1	11	-8	-4	-9	·	3

Laid out differently: entries from further up
structure | C2C12 statin | Cneo AK release | ARNT-TACC3 inh | LGR2 inh | GSIS activator | PGC1a acetyl inh | PAX8 reporter | PglD inh
Cc1cccc(NC(=O)Cn2c(=O)n(Cc3ccccc3)c(=O)c3c(C)c(C)sc32)c1 | · | · | -2 | 8 | -37 | · | 10 | ·
CCOC(=O)CCC(=O)Nc1ccc(S(=O)(=O)N2CCCC2)cc1 | 0 | 0 | 10 | 5 | 8 | 11 | · | -7
CCOc1ccc(S(=O)(=O)NCc2cccnc2)cc1C(C)C | -3 | 1 | 0 | 29 | -1 | -4 | 3 | 2
COCC(=O)Nc1ccc2c(c1)OC[C@@H](C)N(C)C[C@H](C)[C@@H](OC)CN(C)C2=O | -6 | 6 | 2 | 4 | 13 | 4 | · | 6
CN1C(=O)c2cc(NC(=O)c3cccc(F)c3)ccc2OC[C@H]2O[C@H](CC(=O)NCc3ccccc3)CC[C@@H]21 | 11 | -6 | 2 | 14 | -2 | -11 | 7 | 5

Back to the main list, starting 2 compounds before the break.
SMILES	C2C12 statin	Cneo AK release	ARNT-TACC3 inh	LGR2 inh	GSIS activator	PGC1a acetyl inh	PAX8 reporter	PglD inh
Cc1c(C(=O)O)cnc2c([N+](=O)[O-])cnn12	2	1	-1	32	-2	-3	13	-7
C[C@@H]1CN([C@H](C)CO)C(=O)c2cccc(NC(=O)Nc3ccc(F)cc3)c2O[C@H]1CN(C)Cc1ccc(Oc2ccccc2)cc1	32	-1	11	-8	-4	-9	·	3
CC(C)NC(=O)Nc1ccc2c(c1)C(=O)N([C@H](C)CO)C[C@@H](C)[C@@H](CN(C)Cc1ccccc1)OCCCC[C@H](C)O2	7	2	-2	6	14	9	3	5
O=C(Nc1ccc2c(c1)OCCO2)C1CCN(S(=O)(=O)c2cccc3nsnc23)CC1	38	1	2	·	·	-15	·	2
CCc1ccc(NC(=O)c2c(Cl)nc(C)c(Cl)c2C)cc1	·	0	·	-5	-26	4	·	6
Cc1ccc(C=NNC(=O)c2cc(-c3cccnc3)nc3ccccc23)o1	-2	-7	11	-14	·	1	24	-2
CO[C@@H]1CN(C)C(=O)c2ccc(NC(=O)CC(F)(F)F)cc2OC[C@@H](C)N(C(=O)c2ccccc2F)C[C@@H]1C	·	·	·	-6	1	-3	-9	·
NC(=O)CC(NC(=O)Cc1ccc(Br)cc1)c1ccc(NC2CC3CCC2C3)c([N+](=O)[O-])c1 (stereo not given)	-19	3	3	-9	-19	-26	10	-6
CCCCNC(=O)C1(C)CCN1C(=O)c1cncc(Br)c1 (stereo not given)	-7	0	·	-1	12	·	-2	-4
O=C(O)CSc1nc2ccccc2c(=O)[nH]1	10	2	-5	-2	-1	6	·	-2
Cc1ccc(S(=O)(=O)Oc2ccc(C)cc2/C=N/N=C2\NC(=O)C(C)S2)cc1 (stereo not given)	·	0	·	·	·	1	-96	-5
CCC1Nc2ncnc(N3CCOCC3)c2N(Cc2ccc(Cl)cc2)C1=O (stereo not given)	8	-2	-1	·	·	1	·	-4
COc1cc(C(=O)NCCN2CCN(C(=O)c3cc(OC)c(OC)c(OC)c3)CC2)cc(OC)c1OC	4	1	18	-30	16	1	10	-2
COc1cc(-n2c(=O)c3ccccc3n(CC(=O)c3ccc(Br)cc3)c2=O)cc(OC)c1OC	9	·	-4	10	10	2	4	·
O=C1OCCN1C(=O)[C@H]1[C@H](c2ccc(Cl)cc2)C(c2ccc(F)cc2)=NN1c1ccccc1	1	2	-11	22	12	2	-3	-1
CCOc1cc2[nH]c(=O)n(Cc3cccc(OC)c3)c(=O)c2cc1OCC	6	1	0	·	·	7	·	-1
CCOC(=O)c1ccc(N/C=C/C(=O)c2ccco2)cc1	6	-6	4	·	·	-13	·	-2
O=c1oc(-c2ccc(Cl)cc2[N+](=O)[O-])nc2ccccc12	0	0	·	-10	8	-7	4	-3
Cc1nc(SCC(=O)Nc2ccc3c(c2)OCCO3)nc(C)c1C	6	2	24	-3	14	-6	-12	8
COC(=O)C1=C2c3[nH]c4ccccc4c3CCN2C(=O)CC1	2	-1	0	2	-9	-11	·	-1
C[C@H]1CN([C@@H](C)CO)C(=O)c2cccc(NS(=O)(=O)c3ccccc3)c2O[C@@H]1CN(C)S(=O)(=O)c1cn(C)cn1	-34	-1	-7	6	4	-8	-5	1
O=C(Nc1ccc(Cl)cc1)Nc1ccc(-c2cnco2)cc1	-31	0	2	-2	25	·	-39	-5
CCOC(=O)c1ccc(NC(=O)CCNC(=O)c2ccc([N+](=O)[O-])cc2)cc1	·	-1	-3	24	-3	-7	-3	-2
COc1cc(OC)c(OC)cc1CNc1cc(C)ccc1OC	10	1	12	9	0	36	·	3
Oc1ccccc1N=N/C(=N/Nc1ccccc1O)c1ccccc1	10	-2	5	·	·	·	21	-2
COc1ccc([C@H]2CC(=O)C=C(c3cccc(F)c3OC)C2)cc1	-10	1	2	-10	-2	-3	6	6
Cc1cccc(C(=O)N2CCC(=O)N(C(COCc3cccc(Cl)c3)Cc3ccccc3)CC2)c1 (stereo not given)	9	4	16	17	-15	-8	10	6
COc1cc(/C=C/C(=O)O)cc(S(=O)(=O)N2CCc3ccccc3C2)c1OC	5	·	3	-1	26	-3	-5	·
CCOC(=O)N1CCC(=NNc2ncc(C(F)(F)F)cc2Cl)CC1	6	4	1	2	8	-1	7	-2
O=C(Nc1ncc2c(n1)-c1ccccc1CC2)c1cccs1	·	·	-13	-66	-30	10	3	·
C[C@H](NC(=O)C[C@@H]1CC[C@@H](NC(=O)C2CC2)[C@H](CO)O1)c1ccccc1	0	4	4	-1	-1	6	-1	16
O=S1(=O)CC(N2CCN(CCO)CC2)CN1Cc1ccc(F)cc1 (stereo not given)	3	2	·	-9	-4	10	14	-2
CC1CCCCC12NC(=O)N(CC(=O)Nc1ccc(N3CCCCC3)cc1)C2=O (stereo not given)	-58	4	4	18	6	·	-1	0
O=C(COC(=O)C1CCC1)Nc1ccc(OC(F)F)cc1	13	0	-12	·	·	2	·	6
C[C@@H]1CCCCO[C@H](CN(C)C(=O)NC2CCCCC2)[C@H](C)CN([C@@H](C)CO)C(=O)c2cc(NC(=O)CCCN(C)C)ccc2O1	·	2	-10	-8	18	1	·	3
CSCC(=O)N1CCC(n2nccc2NC(=O)c2ccc3c(c2)OCO3)CC1	2	-3	8	-17	1	10	-114	-1
COc1ccc(C(=O)N2CCn3c(C)ccc3C2C)cc1 (stereo not given)	-1	-2	-1	-23	7	7	1	5
O=C(NCCc1ccccn1)c1ccc(NS(=O)(=O)c2ccc(F)cc2)cc1	-2	2	1	8	-5	-15	-8	-4

Not a hit list; overall some 2.9% were active at least once.
